Screens (PubChem)
RAD54 branch = inhibitors of human RAD54 branch migration | Q92698 | RAD54 Holliday junction branch migration, FAM/BHQ fluorescence | inhibition, % at 10.4 µM | 360,000 tested, 0.14% active;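 active = mean normalized replicate activity at least 40 and at least half of replicates scoring 40 or more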;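 also: 0% = median of neutral control wells and 100% = median of positive control wells; inhibitors cause a drop in the FAM fluorescence signal; in these data hits start at about 50%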
ERp5 inh = blocks human ERp5 reductase activity on insulin; inhibition, % at 9.99 µM; Q15084; ERp5 insulin aggregation, absorbance 650 nm, 90 min; 350,000 tested, 0.05% active;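 active = mean replicate inhibition above about 25%, with every replicate also reaching it, limit read from the data, passing the limit was not always enough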
Target sequence (Q15084 whole entry, looked up): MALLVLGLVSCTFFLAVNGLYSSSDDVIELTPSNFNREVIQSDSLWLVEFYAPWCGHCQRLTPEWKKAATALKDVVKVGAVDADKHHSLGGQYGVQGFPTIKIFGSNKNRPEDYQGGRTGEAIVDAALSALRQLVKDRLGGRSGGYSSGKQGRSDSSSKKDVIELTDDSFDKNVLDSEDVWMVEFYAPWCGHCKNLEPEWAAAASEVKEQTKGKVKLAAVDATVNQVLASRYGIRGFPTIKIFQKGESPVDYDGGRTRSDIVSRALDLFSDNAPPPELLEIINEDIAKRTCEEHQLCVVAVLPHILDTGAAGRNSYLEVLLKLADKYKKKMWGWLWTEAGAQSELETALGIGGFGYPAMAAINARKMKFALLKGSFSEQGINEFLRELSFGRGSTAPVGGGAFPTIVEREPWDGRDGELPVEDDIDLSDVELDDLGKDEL
ARNT TACC3 PPI = ARNT/TACC3 interaction disruption; Q9Y6A5; AlphaScreen His-ARNT PAS-B/GST-TACC3 binding, luminescence; TACC3 fragment carries E629A point mutation; inhibition, % at 9.99 µM; 390,000 tested, 0.66% active;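 active = mean inhibition of replicates at least 50% and at least half of replicates each reaching 50%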;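 also: 0% = complete ARNT plus TACC3 wells and 100% = ARNT alone without TACC3; many hits fall short of the cut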
esBAF inh = inhibitors of esBAF chromatin remodeling in mouse ES cells; reporter increase, % at 12.5 µM; Bmi1-luciferase knock-in reporter, 24 h; 100% = twice the neutral-well signal; 350,000 tested, 2% active; in the data active = activation above about 40%;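 also: 0% = median of the plate's neutral control wells and 100% = double that signal; a rise in the Bmi1 reporter signal indicates esBAF inhibition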
RAD52 inh = inhibitors of human RAD52 DNA annealing. inhibition, % at 18.7 µM. 360,000 tested, 0.46% active. recombinant RAD52 DNA annealing, FRET fluorescence. P43351;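 active = every replicate showing at least 50% inhibition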
Casp6 inh = caspase-6 (human) enzyme inhibition; purified caspase-6, Z-VEID-R110 cleavage fluorescence; inhibition, % at 12.5 µM; AID 686996; 350,000 tested, 0.53% active; P55212;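 active = mean inhibition across replicates at least about 35%, with every replicate also reaching that limit, limit read from the data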;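 also: 0% = median of neutral control wells and 100% = no fluorescence left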
E-sel inducer = E-selectin induction on HUVECs; HUVEC E-selectin immunofluorescence imaging; normalized: neutral wells 0, TNF-alpha wells 100; activation, % at 7.58 µM; 260,000 tested, 0.37% active; AID 686992;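 active = mean E-selectin-positive cell signal at least 10% of the positive control, reached in at least 60% of replicates, without over 20% cell loss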;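 also: in these data hits start at about 27%; measured in HUVEC primary endothelial cells; signal is the percent of cells scored E-selectin positive by PE staining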
Target sequence (P16581 whole entry, looked up): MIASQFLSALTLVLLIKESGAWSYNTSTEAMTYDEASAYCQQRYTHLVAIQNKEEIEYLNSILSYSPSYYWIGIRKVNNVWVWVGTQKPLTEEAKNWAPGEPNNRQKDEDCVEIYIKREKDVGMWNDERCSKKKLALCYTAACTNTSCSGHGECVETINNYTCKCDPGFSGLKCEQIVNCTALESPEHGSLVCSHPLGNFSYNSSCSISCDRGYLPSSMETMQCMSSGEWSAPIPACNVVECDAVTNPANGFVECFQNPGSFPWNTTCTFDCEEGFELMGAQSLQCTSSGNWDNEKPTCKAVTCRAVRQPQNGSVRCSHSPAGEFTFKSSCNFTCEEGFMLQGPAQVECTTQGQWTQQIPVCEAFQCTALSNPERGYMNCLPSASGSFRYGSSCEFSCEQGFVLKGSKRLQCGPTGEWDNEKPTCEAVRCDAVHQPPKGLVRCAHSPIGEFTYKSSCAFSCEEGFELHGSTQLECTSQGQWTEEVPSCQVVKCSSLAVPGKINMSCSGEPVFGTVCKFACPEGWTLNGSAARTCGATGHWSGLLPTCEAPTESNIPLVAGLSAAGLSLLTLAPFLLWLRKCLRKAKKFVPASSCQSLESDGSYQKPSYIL
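System: HUVEC / Compound: single concentration / Signal: immunofluorescence imaging / Read-out: percent E-selectin-positive cells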
PglD inh = blocks C. jejuni PglD acetyltransferase activity; inhibition, % at 12.5 µM; 360,000 tested, 0.098% active; AID 602405; purified PglD enzyme, DTNB colorimetric CoA detection; in the data active = inhibition above about 16%, passing the limit was not always enough; also: strong numbers were not always called active
An asterisk follows results filed as active; i = inactive; / = not tested or not shown.

SMILES	RAD54 branch	ERp5 inh	ARNT TACC3 PPI	esBAF inh	RAD52 inh	Casp6 inh	E-sel inducer	PglD inh
CCCc1cc(=O)oc2c(C)c(OCC(=O)Nc3ccccn3)ccc12	5	4	/	39	-19	/	/	0
OCC[C@@H]1C[C@@H](O)[C@H](O)[C@@]2(Cc3ccccc3O2)O1	-1	-3	14	8	-15	1	-0.2	-1
N=C1S/C(=C\c2ccc(-c3cccc(Cl)c3)o2)C(=O)N1c1nccs1	-7	8	/	/	-52	-1	/	8
CCOC(=O)COc1c(Cl)cc(/C=C2\N=C(C)OC2=O)cc1OC	-5	4	-4	/	-14	0	-0.2	10
Cc1ccc(Cc2cc(C)n[nH]c2=O)cc1	-5	6	/	/	-17	0	/	-7
Cn1nc(C(F)(F)F)c(/C=N/OC(=O)c2ccccc2)c1Cl	-11	/	3	-8	/	/	/	1
C[C@@H]1CN([C@@H](C)CO)C(=O)c2c(c3ccccc3n2C)-c2ccccc2CO[C@H]1CN(C)C(=O)Nc1cccc(Cl)c1Cl	/	3	/	/	-4	0	0.3	/
COc1cccc2[nH]c3c(=O)n(CCCN4CCOCC4)cnc3c12	12	-7	-2	/	-3	-2	/	-3
Cn1c(-c2ccccc2)c(Sc2ccccc2)c2cc(-c3ccc4[nH]ccc4c3)ccc21	/	5	/	/	-2	-1	0.0	/
C/C(=N/N=C1\SCC(=O)N1c1ccccc1)c1ccc(C)cc1	-21	8	-1	/	-16	0	0.2	4
CCc1c(C)c2ccc(OCC(=O)NCC3CCC(C(=O)O)CC3)cc2oc1=O (centres undefined)	-3	-2	6	-1	-9	2	/	-6
O=C(C[C@H]1CC[C@@H]2[C@H](COC[C@H](O)CN2S(=O)(=O)c2cccc(F)c2)O1)NC1CCC1	-11	0	5	-1	10	-31	0.1	-1
Cc1c(C)n(CCN(C)C)c2ccc(C(=O)OCCN(C)C)cc12	104*	4	4	0	103*	-50	/	-2
CN(C)c1ccc2c(c1)[C@@H]1C[C@@H](CC(=O)NCc3ccc4c(c3)OCO4)O[C@H](CO)[C@@H]1O2	0	-1	2	2	-14	0	-0.2	4
CN(Cc1cccs1)C(=O)CCc1c[nH]c2ccccc12	-2	4	4	/	-8	0	1.4	-3
CC(C)[C@H](NC(=O)C1CC(=O)N(c2ccc3c(c2)OCCO3)C1)C(=O)NC1CCCC1 (some centres undefined)	3	-2	-1	1	-16	-4	0.0	-4
CCC(=O)N(Cc1ccc(S(N)(=O)=O)cc1)C1CC(=O)N(c2ccc(OC)cc2)C1=O (centres undefined)	-4	/	3	-3	/	/	/	-3
C[C@@H]1CN([C@H](C)CO)C(=O)c2cccc(NC(=O)Nc3ccc(C(F)(F)F)cc3)c2O[C@@H]1CN(C)CC1CCCCC1	8	0	1	0	57*	-2	-0.4	-1
O=C(Nc1ccccc1N1CCN(C(=O)c2ccc(Cl)cc2)CC1)c1cc2ccccc2o1	4	/	6	10	/	/	/	-2
C=CCC[C@@H](Cc1ccc(F)cc1)C(=O)OC[C@@H](NC(=O)[C@@H](CC=C)CC(=O)N[C@H](CO)Cc1ccccc1)C(C)(C)C	1	2	-2	5	-6	-1	0.2	6

Profiles as entered above. Values in the order: RAD54 branch	ERp5 inh	ARNT TACC3 PPI	esBAF inh	RAD52 inh	Casp6 inh	E-sel inducer	PglD inh
O=C(Nc1ccccc1N1CCN(C(=O)c2ccc(Cl)cc2)CC1)c1cc2ccccc2o1 as listed: 4	/	6	10	/	/	/	-2
CN(C)c1ccc2c(c1)[C@@H]1C[C@@H](CC(=O)NCc3ccc4c(c3)OCO4)O[C@H](CO)[C@@H]1O2 as listed: 0	-1	2	2	-14	0	-0.2	4
N=C1S/C(=C\c2ccc(-c3cccc(Cl)c3)o2)C(=O)N1c1nccs1 as listed: -7	8	/	/	-52	-1	/	8
O=C(C[C@H]1CC[C@@H]2[C@H](COC[C@H](O)CN2S(=O)(=O)c2cccc(F)c2)O1)NC1CCC1 as listed: -11	0	5	-1	10	-31	0.1	-1
C=CCC[C@@H](Cc1ccc(F)cc1)C(=O)OC[C@@H](NC(=O)[C@@H](CC=C)CC(=O)N[C@H](CO)Cc1ccccc1)C(C)(C)C as listed: 1	2	-2	5	-6	-1	0.2	6

The list continues.
SMILES	RAD54 branch	ERp5 inh	ARNT TACC3 PPI	esBAF inh	RAD52 inh	Casp6 inh	E-sel inducer	PglD inh
O=C(NCc1ccccc1)c1cc(C2COCCN2C(=O)c2cccs2)on1 (centres undefined)	0	1	/	0	-2	-1	-0.8	2
CO[C@@H]1CN(C)C(=O)c2ccc(NC(=O)c3cc(C)on3)cc2OC[C@H](C)N(C(=O)C2CC2)C[C@@H]1C	-3	19	-6	1	5	3	-0.2	0
CC(C)c1ccc(C2C3=C(CC(C)(C)CC3=O)NC3=C2C(=O)c2ccccc23)cc1 (centres undefined)	/	-5	3	/	-15	-1	/	/
O=C(Nc1ncc2c(n1)CC(c1cccc(Cl)c1)CC2=O)c1ccco1 (centres undefined)	-4	1	-7	-2	-40	-1	-0.1	-1
COc1ccc(C#Cc2cnc3c(c2)C(=O)N([C@H](C)CO)C[C@@H](C)[C@@H](CN(C)CC2CCOCC2)O3)cc1	-9	4	-4	-4	-10	1	0.1	5
Cc1ccc(/C=N/n2c(-c3ccncc3)n[nH]c2=S)s1	/	0	0	-7	-9	-1	/	/
COc1ccc(C(=O)NCCS(=O)(=O)NCc2cccs2)cc1	-2	-9	11	4	-3	-1	-0.9	3
O=C(C[C@H]1CC[C@@H]2[C@H](COC[C@H](O)CN2C(=O)c2ccccc2)O1)N1CCOCC1	5	-1	1	-6	-3	1	0.0	-1
O=C(c1ccc(Br)o1)N1N=C(c2ccc(Cl)cc2)CC1c1ccco1 (centres undefined)	-31	7	-2	5	-37	-4	-0.6	-3
O=C(O)C#Cc1cccc2ccccc12	/	0	-2	-5	5	0	/	/
COCCNC(=O)c1onc(CSc2cc(C)cc(C)c2)c1C(=O)NCCOC	-7	-5	-3	0	-9	0	0.7	-5
Cn1c(=O)n(C)c2cc([N+](=O)[O-])c(N3CCN(C(=O)c4ccccc4Cl)CC3)cc21	-4	/	35	7	/	/	/	0
CC(C)(C)C(=O)COC(=O)c1ccccc1O	6	3	/	-7	-3	0	/	1
CC(=O)Nc1ccc(NC(=O)C(C)n2c3ccccc3c3nc(=O)cc(C)n32)cc1 (centres undefined)	/	-4	15	/	-10	0	-0.4	/
COc1ccc(CN2C(=O)CNC2=S)cc1	-1	2	-1	-2	-10	/	-0.1	-9
CCCCNC(=O)c1cc2nc3c(c(C(F)(F)F)n2n1)CCc1ccccc1-3	-10	/	-5	0	/	/	/	-1
COc1cc2nc(N(CCCN(C)C)C(=O)c3ccc(S(=O)(=O)N4CCc5ccccc5C4)cc3)sc2cc1OC	14	14	7	2	49	-23	-0.1	5
COc1ccc(COC(=O)Oc2ccc(CNC(C)=O)cc2OC)c([N+](=O)[O-])c1	-7	-1	2	-4	-14	1	0.0	-1
O=C(c1csc2ccccc12)N1CCN(c2ccccn2)CC1	-4	/	-3	5	/	/	/	2
COc1ccc(CCNC(=O)CN(c2cc([N+](=O)[O-])ccc2OC)S(C)(=O)=O)cc1	/	1	-1	/	-10	-1	-0.3	/
COc1ccc(C(=O)C2CCCN(C(=O)c3cccc(N(C)C)c3)C2)cc1OC (centres undefined)	-2	6	3	9	3	1	/	2
O=C(NCN1C(=O)C2C3C=CC(C3)C2C1=O)Nc1nccs1 (centres undefined)	2	/	5	-11	/	/	/	9
COc1ccc(OC(=O)N(C)C[C@H]2OCc3ccccc3-c3ccccc3C(=O)N([C@@H](C)CO)C[C@H]2C)cc1	-4	-1	9	4	5	3	-0.3	1
C[C@H]1CN([C@@H](C)CO)S(=O)(=O)c2ccc(C3=CCCCC3)cc2O[C@H]1CN(C)Cc1cccc(C(=O)O)c1	-16	-4	-3	3	-10	2	0.3	8
COc1cc(/C=N/NC(=O)c2cc(-c3ccccc3)nc3ccccc23)ccc1O	-3	-2	-8	6	-14	-2	0.1	7
CC(C)(C)NC(=O)NCc1ccco1	/	3	-3	/	-2	-1	9.4	/
CC(C)CC(NC(=O)C1CCC(C)CC1)C(=O)NCc1cccnc1 (centres undefined)	-2	/	-5	7	/	/	/	-4
CC(C)(C)Nc1nc(OCC#N)nc(N2CCCCC2)n1	/	2	-2	/	-6	-3	5.8	/
CO[C@H]1CN(C)C(=O)c2cc(NC(C)=O)ccc2OC[C@H](C)N(CCC(F)(F)F)C[C@@H]1C	9	-2	-1	-12	10	2	0.0	-1
O=C1CCC(C(=O)N2CCC(O)(c3ccccc3)CC2)CN1CCc1ccccc1 (centres undefined)	-2	0	1	3	2	2	-0.2	5
N#CC1=C(N)N(c2ccccc2)C(=O)C1	-3	/	1	-3	/	/	/	0
O=c1[nH]cnc(O)c1C(c1ccc(F)cc1)c1c(O)nc[nH]c1=O	-6	3	-4	2	-7	-2	/	-6
Cc1occc1-c1nnc(SCC(=O)Nc2ccc(F)cc2)n1Cc1ccccc1	-1	10	/	/	-14	1	/	0
C[C@H](CO)N1C[C@H](C)[C@H](CN(C)C(=O)CCC(F)(F)F)OCCCC[C@H](C)Oc2ccc(N(C)C)cc2C1=O	-5	3	2	-9	8	3	-0.1	1
CCN(c1ccccc1)S(=O)(=O)c1cc(NC(=O)C2CC2)ccc1Cl	2	-2	/	3	-19	1	/	2
COc1ccc(CCNC(=O)c2cc(S(=O)(=O)N3CCOCC3)ccc2F)cc1	-18	19	-19	4	-42	0	/	/
C=CCn1c(O)c(C2=c3ccccc3=NC2=O)sc1=Nc1ccc(O)cc1	4	-4	-1	1	5	-2	1.7	-4
CN(C)C(=O)c1cccc(-c2ccc3c(c2)[C@H]2[C@H](CCN2C(=O)c2ccc4c(c2)OCO4)[C@@H](CO)N3)c1	2	/	25	-5	/	/	0.9	-1
Cc1[nH]c2ccccc2c1C(=O)COC(=O)C1CCC1	-13	-6	/	-1	-21	1	-0.1	1
COCC#Cc1ccc2c(c1)O[C@H](CN(C)C(=O)COC)[C@H](C)CN([C@@H](C)CO)S2(=O)=O	2	-2	-7	2	16	-5	0.2	4

Some entries already given, limited to ARNT TACC3 PPI and RAD52 inh:
canonical_smiles	ARNT TACC3 PPI	RAD52 inh
C=CCn1c(O)c(C2=c3ccccc3=NC2=O)sc1=Nc1ccc(O)cc1	-1	5
Cc1[nH]c2ccccc2c1C(=O)COC(=O)C1CCC1	/	-21

More structures.
SMILES	RAD54 branch	ERp5 inh	ARNT TACC3 PPI	esBAF inh	RAD52 inh	Casp6 inh	E-sel inducer	PglD inh
COc1ccc(CSc2nnc(N)s2)cc1F	-9	/	-8	35	/	/	/	-5
Cc1nn(Cc2ccccc2)c(N)c1-c1ccccc1	-5	/	1	12	/	/	/	2
COc1ccc(C(=O)NC2CC3CCCC(C2)N3Cc2ccccc2)cc1 (centres undefined)	-5	0	-4	-7	-19	0	/	0
Cc1ccccc1C(=O)NCC(=O)c1ccccc1	-6	-6	/	/	0	-5	-0.2	3
CC(C)C[C@@H](CNCC(=O)[C@H](Cc1ccccc1)NC(=O)c1[nH]cnc1C(=O)N[C@H](CN)CC(C)C)NC(=O)c1nc[nH]c1C(=O)N[C@@H](CC(=O)O)C(=O)O	-15	7	-5	-2	2	19	7.8	3
Nc1ccn(C2OC(CCl)C(O)C2O)c(=O)n1 (centres undefined)	-1	-12	/	-12	-8	-5	-0.1	-4
Cc1noc(C)c1S(=O)(=O)Nc1ccc2c(c1)C(=O)N([C@H](C)CO)C[C@H](C)[C@H](CN(C)Cc1ccccc1)OCCCC[C@H](C)O2	-1	1	13	-4	17	3	-0.2	-2
CCCS(=O)(=O)NCCc1csc(-c2ccc(OC)c(OC)c2)n1	1	3	-17	-3	-9	1	0.1	-8
CCN1CCN(Cc2c(O)ccc3c2O/C(=C\C=C\c2ccccc2)C3=O)CC1	/	-2	13	11	i	-2	1.7	/
Cc1cc(C)cc(NC(=O)NC2CCN(CC(=O)Nc3cccc(Cl)c3C)CC2)c1	7	7	-11	/	-16	-3	0.1	-2
COc1ccc(NC(=O)N2C[C@@H](O)COC[C@H]3O[C@H](CC(=O)NCc4ccncn4)CC[C@@H]32)cc1	-1	-1	-12	4	-5	1	0.3	0
O=C(COc1ccccc1/C=C\c1[nH]c(=O)[nH]c(=O)c1[N+](=O)[O-])Nc1ccccc1	/	-8	9	/	-12	/	0.7	/
